FLuc inhib CS = firefly luciferase enzyme inhibitors, primary screen, artefact control for luciferase-based inhibitor screens, biochemical, luminescence, ATPLite. Luciferin 4-monooxygenase (Photinus pyralis), P08659. 10 min. inhibition, % at 10 µM. 200,000 tested, 1.5% active;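 active = inhibition above about 50% when tested at 10 µM, limit read from the data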
Target sequence (P08659 whole entry, looked up): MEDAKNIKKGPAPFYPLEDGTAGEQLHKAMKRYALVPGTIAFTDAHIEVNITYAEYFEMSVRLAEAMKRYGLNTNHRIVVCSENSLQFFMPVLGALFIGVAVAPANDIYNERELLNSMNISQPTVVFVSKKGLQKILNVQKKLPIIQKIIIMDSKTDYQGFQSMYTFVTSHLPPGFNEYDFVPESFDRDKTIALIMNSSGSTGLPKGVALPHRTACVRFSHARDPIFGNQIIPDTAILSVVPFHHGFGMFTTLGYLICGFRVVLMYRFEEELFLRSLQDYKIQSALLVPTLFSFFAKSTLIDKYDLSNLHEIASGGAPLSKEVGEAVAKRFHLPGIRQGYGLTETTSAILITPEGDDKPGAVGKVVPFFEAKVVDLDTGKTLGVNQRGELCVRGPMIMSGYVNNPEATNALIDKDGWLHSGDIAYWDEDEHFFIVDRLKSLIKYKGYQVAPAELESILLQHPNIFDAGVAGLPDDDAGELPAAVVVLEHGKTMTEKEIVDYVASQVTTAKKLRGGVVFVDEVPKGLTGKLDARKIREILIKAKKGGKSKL
Diaphorase inh = diaphorase inhibitors and chemical oxidizers, primary screen, counter-screen for diaphorase-coupled primary assays, biochemical, uHTS, resorufin fluorescence; inhibition, % at 20 µM; 190,000 tested, 0.69% active; AID 1217, 2008; diaphorase resazurin-to-resorufin fluorescence, NADH, 16 min; bacterial (C. kluyveri) enzyme, not human;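 active = primary screen inhibition at 20 µM above a set limit, cut at about 50% in these data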;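 note: plate controls were DMSO with full reaction for no effect and wells lacking NADH for full effect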
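Test system: bacterial diaphorase enzyme (C. kluyveri); Quantity: 0.14 U/mL diaphorase, enzyme working solution; Times: reaction incubation of 16 min at room temperature; Measured by: fluorescence of resorufin formed from resazurin, Ex 544/Em 590 nm; Benchmarks: positive control minus NADH, DMSO neutral control.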
FLuc act counter = FLuc activators, initial screening, artefact control for FLuc-dependent activation tests, biochemical, ATPlite luminescence. 200,000 tested, under 10 active. activation factor at 10 µM. ATPlite luciferase biochemical, 10 min; 0 = ATP-free wells, 1 = DMSO control. AID 1027, 2008;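 active = luciferase activation factor, scaled between plate controls, of at least 2 with compound at 10 µM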
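Assay system: Luciferase/luciferin reagent mix; Medium: PBS as buffer for the ATP substrate; Dosing: test compounds dosed from 2 mM stocks in 100% DMSO; Times: 10 min, room temperature; Signal: luminescence from luciferase reaction; Read-out: luciferase activation; Controls: No-ATP low control, compound-free enzyme-plus-ATP high control.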
APP 5UTR inh = inhibitors of APP translation via 5'UTR reporter, primary screen, APP 5'UTR luciferase, SH-SY5Y cells. SH-SY5Y APP 5'UTR-luciferase reporter, luminescence. 190,000 tested, 0.82% active. AID 1285, 2008. inhibition, % at 2 µM;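 active = inhibition above a set limit, derived from the sample mean plus 3 SD, cut at about 45% in these data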; note: values of inactives mirror those of a sister screen read the other way
APP 5'UTR act = activators of APP 5'UTR luciferase reporter, primary screen, SH-SY5Y cells. 190,000 tested, 1% active. SH-SY5Y APP 5'UTR luciferase reporter, luminescence; zero percent = DMSO vehicle wells. activation, % at 2 µM. AID 1276, 2008;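 active = activation above a set limit, based on mean plus 3 SD of controls, cut at about 140% in these data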; note: values of inactives mirror those of a sister screen read the other way
Diaphorase act = compounds boosting diaphorase resazurin reduction – biochemical, uHTS, resorufin fluorescence, counter-screen for diaphorase-coupled primary assays, primary screen; Diaphorase/resazurin coupled assay, 16 min; active compounds read high; 1 = vehicle wells, 0 = NADH-free wells; activation factor at 20 µM; 190,000 tested, 0.005% active;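 active = diaphorase activity raised at least twofold by the compound at 20 µM; inactive = activation factor below 2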
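Material: purified diaphorase enzyme from Clostridium kluyveri; Also added: 0.114 mM NADH and 0.1 mM resazurin, final amounts; Doses: single compound dose of 20 µM, 1% DMSO final; Times: 16 min enzyme reaction, ambient temperature; Detection: resorufin fluorescence, excitation 544 nm, emission 590 nm; Measure: increased resorufin signal from activators or reducing compounds.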
STAT1 act = STAT1 signaling activators, primary screen, cell-based, HTS, luciferase reporter; activation (% of control), % at 5.5 µM; NIH 3T3 STAT1-luciferase reporter, IFN-gamma, luminescence; 100% = IFN-gamma alone, no compound; AID 932, 2007; 200,000 tested, 2.6% active;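 active = activation above the screen-wide mean activation plus 3 SD, cut at about 130% in these data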;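 note: raw ratio to IFN-gamma control signal so 100% means no change and 0% no light; values of inactives mirror those of a sister screen read the other way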
NF-kB expr up = activators of NF-kB expression in neurons, primary screen, cell-based, HTS; 190,000 tested, 1.6% active; human neuronal cells, NF-kB reporter expression; active compounds read high; fold change at 12.5 µM; in the data active = fold change above about 3.3
G6PDH counter = L. mesenteroides G6PDH inhibitors, counter-screen for G6PDH-coupled screening assays, biochemical, Leuconostoc mesenteroides enzyme. glucose-6-phosphate dehydrogenase [Leuconostoc mesenteroides]. Purified L. mesenteroides G6PDH, diaphorase/resazurin coupled fluorescence, 45 min. 200,000 tested, 0.12% active. inhibition, % at 5 µM; in the data active = inhibition above about 50%
TLR4-MyD88 BLA = inhibitors of TLR4-MyD88 association in cells, primary screen, cell-based, HeLa CL3-4, BLA complementation, FRET ratio; Toll-like receptor 4 (Homo sapiens) + Myeloid differentiation primary response protein …; HeLa CL3-4 TLR4/MyD88 BLA complementation; inhibition, % at 8.4 µM; 200,000 tested, 0.18% active; in the data active = inhibition above about 25%;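 note: 0% = vehicle and 100% = reference inhibitor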
* marks the source's active call; other numbers are inactive results; / = not tested or not shown.

SMILES | FLuc inhib CS | Diaphorase inh | FLuc act counter | APP 5UTR inh | APP 5'UTR act | Diaphorase act | STAT1 act | NF-kB expr up | G6PDH counter | TLR4-MyD88 BLA
O=C(CSc1ccc(Cl)cc1)N1CCOCC1 | -0.7 | 8.5 | 1 | 32.7 | -32.7 | 0.9 | 111.3 | 1.67 | -2.4 | -2.6
O=C(NCCCN1CCCC1)c1ccc(Cn2c(=S)[nH]c3ccc(Br)cc3c2=O)cc1 | -1.6 | -20.1 | 1 | -7.5 | 7.5 | 1.2 | 98.2 | 0.96 | -0.5 | -3.5
O=c1[nH]c2cc3c(cc2cc1CN(CCc1ccccc1)Cc1nnnn1C1CCCC1)OCCO3 | -1.9 | 33.3 | 1 | -1.1 | 1.1 | 0.7 | 109.1 | 1.27 | 7.0 | -3.2
O=C(CCCCC(=O)NCc1cccs1)NCc1cccs1 | -2.8 | 6.0 | 1 | -12.8 | 12.8 | 0.9 | 101.1 | 1.25 | -5.4 | -7.7
Cc1ccc(CN2CCNC(=O)C2CC(=O)N(C)CCc2ccccc2)cc1 (stereo not drawn) | -9.4 | 24.6 | 1.1 | 0.5 | -0.5 | 0.8 | 98.3 | 1.24 | 7.8 | -9.0
O=c1[nH]c2ccc(NC(=S)NC3CCCCC3)cc2[nH]1 | -8.1 | 16.3 | 1.1 | -8.3 | 8.3 | 0.8 | 97.2 | 1.07 | -0.8 | -15.0
Cc1cc(C)cc(NC(=O)COC(=O)c2n[nH]c3ccccc23)c1 | -1.7 | 12.7 | 1 | -25.3 | 25.3 | 0.9 | 108.0 | 1.74 | -7.2 | 2.3
CC1CCN(c2ccc(C(=O)NCc3cccs3)cn2)CC1 | 1.6 | 16.5 | 1 | -10.8 | 10.8 | 0.8 | 109.5 | 1.54 | 7.4 | 3.5
COC(=O)C1(C(=O)OC)NOC2C(=O)N(c3ccccc3)C(=O)C21 (stereo not drawn) | -2.0 | 9.0 | 1 | -5.0 | 5.0 | 0.9 | 106.2 | 0.99 | -8.6 | -0.1
CC(C)NS(=O)(=O)c1ccc(NC(=O)C(C)Oc2ccc(C(=O)c3ccccc3)cc2)cc1 (stereo not drawn) | -2.2 | 7.7 | 1 | -3.1 | 3.1 | 0.9 | 95.2 | 0.78 | -1.0 | -1.9
COc1ccc2c(c1)c(C(O)CN1CCN(Cc3ccc4c(c3)OCO4)CC1)c(C)n2C (stereo not drawn) | 0.2 | -11.7 | 1 | -2.4 | 2.4 | 1.1 | 111.8 | 0.95 | 3.5 | -0.2
COC(=O)CNC(=O)C(C)NC(=O)OCc1ccccc1 (stereo not drawn) | -1.6 | 13.7 | 1 | -16.1 | 16.1 | 0.9 | 105.6 | 1.24 | -2.7 | 2.2
O=C1NC(=O)C(c2cn(-c3ccccc3)nc2-c2ccc(F)cc2)N1 (stereo not drawn) | -7.1 | 21.3 | 1.1 | 0.7 | -0.7 | 0.8 | 98.3 | 0.69 | -8.8 | 3.1
O=C(Nc1nc(-c2ccc3c(c2)OCCO3)cs1)c1ccc(S(=O)(=O)N2CCCCC2)cc1 | -2.3 | 19.5 | 1 | 15.9 | -15.8 | 0.8 | 92.3 | 0.57 | -3.8 | -14.5
CCc1nc(Nc2ccc3c(c2)OCCO3)c2oc3ccccc3c2n1 | -2.2 | 27.5 | 1 | 13.4 | -13.4 | 0.7 | 90.4 | 0.5 | 2.3 | -18.9
O=C(O)/C=C/C(=O)c1ccc2c(c1)NC(=O)CO2 | -6.1 | 13.2 | 1.1 | -14.9 | 14.9 | 0.9 | 96.1 | 1.55 | -4.2 | 3.2
O=C(COc1ccccc1)Nc1ccc2c(c1)C(=O)N(CC1CCCO1)C2=O (stereo not drawn) | -1.8 | -0.3 | 1 | 0.4 | -0.4 | 1 | 98.8 | 1.26 | 4.7 | 16.4
CN(Cc1ccon1)Cc1cn(C)nc1-c1cccc(Cl)c1 | -4.0 | -10.8 | 1 | -8.4 | 8.4 | 1.1 | 99.9 | 1.05 | 16.8 | 7.1
FC(F)(F)c1cnc(Oc2cccc3ccccc23)c(Cl)c1 | -2.4 | 17.5 | 1 | 5.4 | -5.4 | 0.8 | 98.2 | 1.1 | -6.7 | 1.0
CCN(CC)CCCC(C)NC(=O)c1cc(=O)c2ccccc2o1 (stereo not drawn) | -5.5 | -1.9 | 1.1 | -8.0 | 8.0 | 1 | 108.5 | 0.94 | 7.0 | -11.9
O=C(Cc1coc2ccc3ccccc3c12)Nc1nccs1 | -3.0 | 1.0 | 1 | 8.2 | -8.2 | 1 | 98.8 | 0.93 | 8.4 | -4.2
CCOC(=O)c1ccc(NC(=S)NN2CCN(C)CC2)cc1 | -6.1 | 6.0 | 1.1 | 5.0 | -5.0 | 0.9 | 106.0 | 1.14 | 0.1 | -2.5
COC(=O)c1ccccc1S(=O)(=O)N1CCC(C(=O)OCC(=O)NCC(F)(F)F)CC1 | -1.0 | 5.5 | 1 | -10.6 | 10.6 | 0.9 | 99.9 | 0.97 | -2.2 | 5.6
COc1ccc(OC)c(-c2cc(C3CCN(c4ncccc4[N+](=O)[O-])CC3)[nH]n2)c1 | -0.6 | 17.6 | 1 | 18.0 | -18.0 | 0.8 | 112.8 | 0.59 | 17.2 | 2.1
CCOCC(=O)Nc1cc(C(=O)OC)ccc1C(=O)OC | -1.8 | -9.0 | 1 | 6.5 | -6.5 | 1.1 | 98.3 | 1.3 | 6.6 | 2.1
CCSc1nc2c(c(=O)[nH]1)C(C(C)C)C(C#N)=C(N)O2 (stereo not drawn) | -7.7 | -4.4 | 1.1 | 5.3 | -5.3 | 1 | 99.6 | 1.33 | -6.3 | 7.2
Cc1ccc2nc(SCC(=O)Nc3ccc4sc(C)nc4c3)c(C#N)cc2c1 | -1.4 | 1.9 | 1 | 9.6 | -9.6 | 1 | 101.7 | 1.19 | -77.3 | 1.4
Cn1cc(CN2CCC[C@H]2CO)c(-c2cccc(Cl)c2)n1 | -8.3 | 11.2 | 1.1 | -10.7 | 10.7 | 0.9 | 96.5 | 1.15 | 13.2 | -10.6
O=C(CCc1ccccc1)NCCc1nc2ccccc2[nH]1 | -7.2 | 8.7 | 1.1 | -3.0 | 3.0 | 0.9 | 97.5 | 0.94 | 4.0 | -11.5
CCC(=O)Nc1ccc2c(c1)nc1n2CCSC1 | -3.1 | 9.8 | 1 | 0.9 | -0.9 | 0.9 | 108.0 | 1.15 | 0.4 | 5.4
O=C(CSCc1ccccc1)Nc1cccc(C(=O)Nc2ccccc2C(=O)O)c1 | -4.9 | 14.0 | 1 | -17.4 | 17.4 | 0.9 | 98.3 | 1.02 | 4.3 | 5.9
COc1cccc(-c2nc(CS(=O)CC(=O)NC3CCCC3)c(C)o2)c1 (stereo not drawn) | -3.3 | 14.2 | 1 | / | / | 0.9 | 99.3 | 0.92 | 5.1 | -7.1
CCCCN(CC)S(=O)(=O)c1ccc(C(=O)N=c2sc3cc(NC(C)=O)ccc3n2C)cc1 | 0.7 | -18.7 | 1 | 27.8 | -27.8 | 1.2 | 105.3 | 1.31 | -27.7 | 0.2
COc1ccccc1C1=NN(C(=S)Nc2ccccc2)C(c2ccco2)C1 (stereo not drawn) | -2.8 | 32.8 | 1 | -48.6 | 48.6 | 0.7 | 113.1 | 1.91 | -4.9 | -2.1
Cc1cc(N2CCCC2)ccc1/C=N/n1cnnc1 | 1.5 | -5.0 | 1 | -11.1 | 11.1 | 1.1 | 88.5 | 1.29 | 0.4 | 11.1
Cc1ccc2cc(/C=N/NC(=O)CN3CCCCC3)c(Cl)nc2c1 | 3.3 | -3.0 | 1 | -5.5 | 5.5 | 1 | 103.0 | 1.25 | 4.8 | 1.0
CCn1c(-c2ccsc2)nc2c1c(=O)[nH]c(=O)n2Cc1ccccc1 | -2.1 | 7.4 | 1 | 14.3 | -14.3 | 0.9 | 106.3 | 1.01 | 5.9 | 10.6
O=C(Nc1cccc2ccccc12)C12CC3CC(C1)CC(n1cnc([N+](=O)[O-])n1)(C3)C2 | -7.6 | 7.0 | 1.1 | 2.2 | -2.2 | 0.9 | 99.0 | 0.54 | 1.1 | 2.2
COc1ccc(CN(C)c2ncnc(N)n2)cc1 | -6.9 | -3.1 | 1.1 | 2.9 | -2.9 | 1 | 93.8 | 1.42 | 5.6 | 10.8
COc1cccc(-c2nn(C)c3sc(C(=O)N4CCN(c5ccccn5)CC4)cc23)c1 | -4.7 | 30.9 | 1 | -24.8 | 24.8 | 0.7 | 91.5 | 0.39 | -0.4 | 9.8

An excerpt of these results, as comma-separated lines:
Compound,FLuc inhib CS,Diaphorase inh,FLuc act counter,APP 5UTR inh,APP 5'UTR act,Diaphorase act,STAT1 act,NF-kB expr up,G6PDH counter,TLR4-MyD88 BLA
O=C(Nc1cccc2ccccc12)C12CC3CC(C1)CC(n1cnc([N+](=O)[O-])n1)(C3)C2,-7.6,7.0,1.1,2.2,-2.2,0.9,99.0,0.54,1.1,2.2
COc1ccc(CN(C)c2ncnc(N)n2)cc1,-6.9,-3.1,1.1,2.9,-2.9,1,93.8,1.42,5.6,10.8
COc1cccc(-c2nn(C)c3sc(C(=O)N4CCN(c5ccccn5)CC4)cc23)c1,-4.7,30.9,1,-24.8,24.8,0.7,91.5,0.39,-0.4,9.8

The results go on:
SMILES | FLuc inhib CS | Diaphorase inh | FLuc act counter | APP 5UTR inh | APP 5'UTR act | Diaphorase act | STAT1 act | NF-kB expr up | G6PDH counter | TLR4-MyD88 BLA
Cc1ccc(S(=O)(=O)N2CCC(C(=O)N3CCC[C@H]3C(=O)NCc3ccccc3)CC2)cc1 | -2.3 | -6.4 | 1 | -19.5 | 19.5 | 1.1 | 101.6 | 1 | 6.3 | -7.3
CCOC(=O)C1CCN(Cc2oc(CO)cc(=O)c2O)CC1 | 1.7 | 6.7 | 1 | 8.1 | -8.1 | 0.9 | 100.7 | 1.27 | 20.0 | 10.5
CCCCN(C(=O)CC(c1ccccc1)c1ccccc1)c1c(N)n(CCC)c(=O)[nH]c1=O | -11.1 | 9.1 | 1.1 | -21.1 | 21.1 | 0.9 | 99.4 | 0.97 | -8.4 | 2.4
CNS(=O)(=O)c1cc(O)c2c(S(=O)(=O)NC)cccc2c1 | -10.2 | 18.7 | 1.1 | 15.5 | -15.5 | 0.8 | 106.2 | 1.16 | 9.7 | 2.9

Bioassay records (PubChem)

An unsorted share of the library. Share with any hit: about 5.6%.
